Screening data from PubChem BioAssay.
CSN deneddyl inh: inhibitors of human CSN-mediated cullin deneddylation. Q92905. Purified CSN, SCF-Nedd8-OG deneddylation, fluorescence polarization. inhibition, % at 12.5 µM. hit rate 0.38% among 360,000. AID 651999;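 active = pattern-corrected inhibition above about 35%, with an unprinted fluorescence ratio check between 0.5 and 1.5, limit read from the data, passing the limit was not always enough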;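 also: 0% = enzyme with substrate and 100% = substrate without enzyme; some results filed as inactive read as strong as hits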
Target sequence (Q92905 whole entry, looked up, one chain of several): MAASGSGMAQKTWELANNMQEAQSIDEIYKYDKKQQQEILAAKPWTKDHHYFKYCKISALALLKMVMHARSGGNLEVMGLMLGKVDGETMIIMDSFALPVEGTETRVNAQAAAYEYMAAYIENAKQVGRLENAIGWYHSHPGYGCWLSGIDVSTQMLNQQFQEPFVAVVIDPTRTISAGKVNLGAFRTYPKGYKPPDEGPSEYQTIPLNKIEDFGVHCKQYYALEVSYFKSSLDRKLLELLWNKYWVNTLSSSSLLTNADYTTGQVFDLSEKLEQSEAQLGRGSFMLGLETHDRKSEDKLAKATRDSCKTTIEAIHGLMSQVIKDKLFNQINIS
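Material: human Csn5 produced in HEK293T cells; Input: enzyme 0.24 nM; Reagent: SCFSkp2-Nedd8OG substrate at 10 nM final; Dosing: 12.5 µM compound; Incubation: 90 min reaction at room temperature; Detection: fluorescence polarization of the substrate; Evaluation: % inhibition of substrate cleavage by Csn5; Control set: substrate-only high control, full reaction low control.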
NadD block: blocks S. aureus nicotinate mononucleotide adenylyltransferase; purified NadD enzyme, colorimetric absorbance read-out; hit rate 0.78% among 360,000; inhibition, % at 20 µM; AID 602399; in the data active = inhibition above about 26%; also: some compounds past the cut are filed as inactive
DNMT1 block: DNMT1 (human) enzyme inhibition; P26358; hit rate 0.83% among 360,000; inhibition (reported as % activation of signal), % at 10 µM; DNMT1 molecular beacon, Hinp1I cleavage, fluorescence; in the data active = inhibition above about 50%
Rin1 Abl inh: blocks binding of human Rin1 to Abl; TR-FRET Rin1/Abl binding, biochemical; inhibition, % at 7.35 µM; hit rate 0.4% among 360,000; AID 588664; in the data active = inhibition above about 5%, passing the limit was not always enough
Rpn11 block: blocks the human proteasome subunit Rpn11; AID 588493; calls only at 20 µM; human 26S proteasome, Ub4-pepOG fluorescence polarization; 20S core pre-blocked with epoxomicin; O00487; hit rate 0.59% among 360,000;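 active = inhibition at 20 µM, scaled to each plate's controls, above about 33%, limit read from the data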
Target sequence (O00487 whole entry, looked up): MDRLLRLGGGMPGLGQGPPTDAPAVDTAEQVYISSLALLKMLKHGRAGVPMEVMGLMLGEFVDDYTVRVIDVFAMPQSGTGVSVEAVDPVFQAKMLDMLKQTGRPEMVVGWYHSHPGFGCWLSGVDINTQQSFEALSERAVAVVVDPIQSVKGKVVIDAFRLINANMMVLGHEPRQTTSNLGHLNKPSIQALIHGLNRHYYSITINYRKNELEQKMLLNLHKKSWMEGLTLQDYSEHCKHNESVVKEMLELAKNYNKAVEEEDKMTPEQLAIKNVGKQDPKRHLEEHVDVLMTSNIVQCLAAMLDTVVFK
Neddyl block: cullin neddylation inhibition; TR-FRET cullin neddylation, biochemical; hit rate 0.58% among 360,000; calls only at 25 µM; P61081+Q13564; AID 651699; in the data active = inhibition above about 36%
Scp-1 inhibitor: Scp-1 (human) phosphatase inhibition; Q9GZU7; Recombinant Scp1, phosphopeptide, malachite green phosphate absorbance; inhibition, % at 20 µM; hit rate 0.88% among 340,000; AID 493091;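 active = inhibition above about 50% at 20 µM, limit read from the data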;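 also: plate controls were DMSO wells with enzyme for no effect and wells lacking enzyme for full effect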
Target sequence (Q9GZU7 76-261 limits assumed): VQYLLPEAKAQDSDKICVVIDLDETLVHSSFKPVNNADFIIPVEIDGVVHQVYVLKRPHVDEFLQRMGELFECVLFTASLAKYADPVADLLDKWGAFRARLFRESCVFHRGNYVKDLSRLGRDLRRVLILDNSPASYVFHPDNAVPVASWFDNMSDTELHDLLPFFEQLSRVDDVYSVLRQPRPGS
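Assay system: SCP-1 catalytic fragment, aa 76-261 | Buffer or medium: Tris acetate buffer pH 5.5 with MgCl2 and Tween-20 | Compound: One concentration, 20 µM, with 1.0% DMSO | Also added: Phospho 17-mer peptide substrate | Signal: Absorbance at 630 nm | Incubation: 45 min enzyme reaction at room temperature | Measure: % inhibition of SCP-1 phosphate liberation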
STEP block: inhibitors of human striatal-enriched phosphatase STEP | recombinant STEP, OMFP fluorogenic substrate, fluorescence | inhibition, % at 20 µM | hit rate 0.25% among 360,000;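 active = inhibition at 20 µM, scaled per plate between control wells, above about 37%, limit read from the data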;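 also: 0% = DMSO with enzyme and substrate and 100% = substrate only without enzyme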
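Test system: STEP tyrosine phosphatase / Reagent: OMFP at 25 µM / Doses: 20 µM, 1% DMSO / Read-out: percent inhibition scaled to no-enzyme and uninhibited-enzyme controls, plate-pattern corrected / Detection: FITC-channel fluorescence of OMFP product / Medium: Bis-Tris buffer pH 6.0, 2.5 mM DTT, 0.005% Tween 20 / Schedule: 20 min at room temperature, dark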
LMPTP block: blocks human LMPTP phosphatase; inhibition, % at 20 µM; hit rate 0.22% among 360,000; P24666; recombinant LMPTP-A, OMFP fluorogenic substrate, fluorescence intensity; AID 651560;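 active = compounds that cut the enzyme signal by at least half of the control window in the single-dose screen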;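 also: plate controls were DMSO wells with enzyme plus substrate for no effect and substrate without enzyme for full effect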
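Material: LMPTP-A; amount: 0.625 nM enzyme; doses: single 20 µM dose; times: reaction 50 min, room temperature, dark; technique: fluorescence intensity of OMFP turnover product; benchmarks: no-enzyme and uninhibited controls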
SUMO1-SIM PPI: SUMO1-SIM interaction modulation | SUMO1 binding to a labelled peptide, TR-FRET, 1 h | AID 602429 | inhibition, % at 20 µM | hit rate 0.33% among 360,000 | P63165; in the data active = inhibition above about 37%
Target sequence (P63165 whole entry, looked up): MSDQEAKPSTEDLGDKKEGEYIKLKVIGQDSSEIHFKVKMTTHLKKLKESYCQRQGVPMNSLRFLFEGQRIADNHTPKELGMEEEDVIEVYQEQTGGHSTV
An asterisk follows results filed as active.

Screening Cc1cnc(-c2nc3ccccc3n2C(C)C(=O)Nc2c(C)cccc2C)cn1 (centres undefined) returned CSN deneddyl inh 1, Neddyl block inactive, LMPTP block 0.0 and SUMO1-SIM PPI -5.
`CC(C)(C)NC(=O)c1cccc2c1-c1ccccc1C2=O` gave CSN deneddyl inh -2, NadD block -9, DNMT1 block 1, Rin1 Abl inh 0, Rpn11 block inactive, Neddyl block inactive, Scp-1 inhibitor -10, STEP block -1, LMPTP block -1.4 and SUMO1-SIM PPI -25.
For COC(=O)COc1ccc2c(c1)O/C(=C\c1ccco1)C2=O the results were CSN deneddyl inh 15, NadD block 10, DNMT1 block 15, Rin1 Abl inh 1, Rpn11 block inactive, Neddyl block inactive, Scp-1 inhibitor -3, STEP block -1, LMPTP block 4.8 and SUMO1-SIM PPI -19.
For Cc1cc(=S)[nH]c(=S)[nH]1 the results were CSN deneddyl inh 3, NadD block -2, DNMT1 block 0, Rin1 Abl inh -1, Rpn11 block inactive, Neddyl block inactive, Scp-1 inhibitor -4, STEP block -2, LMPTP block -0.7 and SUMO1-SIM PPI -1.
Screening CCc1ccc(NC(=O)C(C)Sc2nnc(CN3CCCC3)o2)cc1 (centres undefined) returned CSN deneddyl inh -2, NadD block 2, DNMT1 block 0, Rin1 Abl inh 4, Rpn11 block inactive, Neddyl block inactive, Scp-1 inhibitor -8, STEP block 0, LMPTP block -1.9 and SUMO1-SIM PPI 4.
Screening Cc1cc(/C=C(/C#N)c2nc3ccccc3[nH]2)c(C)n1-c1ccccc1C(=O)O returned CSN deneddyl inh 30, NadD block 7, DNMT1 block 43, Rin1 Abl inh -2, Rpn11 block active, Neddyl block inactive, Scp-1 inhibitor 47, STEP block 2, LMPTP block 2.3 and SUMO1-SIM PPI 11.
`COc1cc(C(=O)N2Cc3cc4ccccc4nc3C2C)cc(OC)c1OC` (centres undefined) gave CSN deneddyl inh 3, NadD block 0, DNMT1 block 5, Rin1 Abl inh -3, Rpn11 block inactive, Neddyl block inactive, STEP block 1, LMPTP block -0.5 and SUMO1-SIM PPI -4.
Screening Clc1ccc2[nH]cc(-c3nnnn3-c3ccc4ccccc4c3)c2c1 returned CSN deneddyl inh 3, NadD block 18, DNMT1 block 26, Rin1 Abl inh 2, Rpn11 block inactive, Neddyl block inactive, Scp-1 inhibitor 39, STEP block 12, LMPTP block 11 and SUMO1-SIM PPI 4.
`O=C(c1cccc(S(=O)(=O)Nc2cccc(C(F)(F)F)c2)c1)N1CCCCC1` gave CSN deneddyl inh -1, NadD block -1, DNMT1 block 0, Rin1 Abl inh 0, Rpn11 block inactive, Neddyl block inactive, Scp-1 inhibitor -1, STEP block -2, LMPTP block -0.7 and SUMO1-SIM PPI -2.
CCc1noc(C)c1C(=O)N1CCN(S(=O)(=O)c2ccc(C(C)=O)cc2)CC1 was read as CSN deneddyl inh -11, NadD block 2, DNMT1 block 0, Rin1 Abl inh 1, Rpn11 block inactive, Neddyl block inactive, Scp-1 inhibitor 1, STEP block -1, LMPTP block -1.4 and SUMO1-SIM PPI 1.
Screening O=C(COC(=O)c1ccc(OC(F)F)cc1)NCC1CCCO1 (centres undefined) returned CSN deneddyl inh -2, NadD block 0, DNMT1 block 1, Rin1 Abl inh -4, Rpn11 block inactive, Neddyl block inactive, STEP block -4, LMPTP block -2.7 and SUMO1-SIM PPI 1.
Cc1ccc(NC(=O)/C(=C\c2cccs2)NC(=O)c2ccccc2)cc1 was read as CSN deneddyl inh -1, NadD block -1, DNMT1 block -5, Rin1 Abl inh -3, Rpn11 block inactive, Neddyl block inactive, Scp-1 inhibitor -13, STEP block -5, LMPTP block -0.2 and SUMO1-SIM PPI -15.
`Cc1ccc(Nc2cc(C)nc3ccc(C)cc23)cc1` gave CSN deneddyl inh 2, NadD block -6, DNMT1 block 1, Rin1 Abl inh -6, Rpn11 block inactive, Neddyl block inactive, Scp-1 inhibitor 6, STEP block 0, LMPTP block 0.3 and SUMO1-SIM PPI -5.
O=CNc1cc(-c2ccc(C(=O)N3CCOCC3)cc2)cn2c(-c3ccc(F)cc3)cnc12 was read as CSN deneddyl inh 6, NadD block 1, DNMT1 block -5, Rin1 Abl inh -2, Rpn11 block inactive, Neddyl block inactive, STEP block 0, LMPTP block 0.8 and SUMO1-SIM PPI -38.
For CCCN(CC(=O)Nc1ccccc1C)C(=O)c1ccc(C)c(S(=O)(=O)N2CCCCC2)c1 the results were CSN deneddyl inh 0, NadD block -5, DNMT1 block 0, Rin1 Abl inh 0, Rpn11 block inactive, Neddyl block inactive, Scp-1 inhibitor 0, STEP block 2, LMPTP block -1.1 and SUMO1-SIM PPI -3.
Screening CC(C)n1c(N2CCN(CC(=O)Nc3ccc4c(c3)OCCO4)CC2)nc2ccccc21 returned CSN deneddyl inh 1, NadD block 2, DNMT1 block -1, Rin1 Abl inh 3, Rpn11 block inactive, Neddyl block inactive, Scp-1 inhibitor -8, STEP block 3, LMPTP block 1.0 and SUMO1-SIM PPI 1.
For COc1ccc(-c2cc(C(F)(F)F)n3nc(C(=O)N4CCCCC4)cc3n2)cc1 the results were CSN deneddyl inh -2, NadD block -2, DNMT1 block -2, Rin1 Abl inh -2, Rpn11 block inactive, Scp-1 inhibitor -5, STEP block 4, LMPTP block 0.8 and SUMO1-SIM PPI -18.
`CCOC(=O)N1CCN(C(=O)/C(=C/c2ccc(N(C)C)cc2)NC(=O)c2ccccc2)CC1` gave CSN deneddyl inh 4, NadD block 3, DNMT1 block 2, Rin1 Abl inh -2, Rpn11 block inactive, Neddyl block inactive, Scp-1 inhibitor -7, STEP block 2, LMPTP block -1.1 and SUMO1-SIM PPI -4.
`CCOc1ncccc1C(=O)OCC(=O)c1cc(OC)c(OC)c(OC)c1` gave CSN deneddyl inh -4, NadD block -1, DNMT1 block 0, Rin1 Abl inh -3, Rpn11 block inactive, Neddyl block inactive, Scp-1 inhibitor -10, STEP block 1, LMPTP block 0.8 and SUMO1-SIM PPI -4.
CCC(=O)OCCCCCCOc1ccc(C(=O)O)cc1 was read as CSN deneddyl inh -2, NadD block -1, DNMT1 block 5, Rin1 Abl inh 7, Rpn11 block inactive, Neddyl block inactive, Scp-1 inhibitor -2, STEP block 1, LMPTP block -0.8 and SUMO1-SIM PPI 2.

Molecules from the list above with an aryl methoxy group (3):
`COc1cc(C(=O)N2Cc3cc4ccccc4nc3C2C)cc(OC)c1OC` (centres undefined) gave CSN deneddyl inh 3, NadD block 0, DNMT1 block 5, Rin1 Abl inh -3, Rpn11 block inactive, Neddyl block inactive, STEP block 1, LMPTP block -0.5 and SUMO1-SIM PPI -4.
For COc1ccc(-c2cc(C(F)(F)F)n3nc(C(=O)N4CCCCC4)cc3n2)cc1 the results were CSN deneddyl inh -2, NadD block -2, DNMT1 block -2, Rin1 Abl inh -2, Rpn11 block inactive, Scp-1 inhibitor -5, STEP block 4, LMPTP block 0.8 and SUMO1-SIM PPI -18.
`CCOc1ncccc1C(=O)OCC(=O)c1cc(OC)c(OC)c(OC)c1` gave CSN deneddyl inh -4, NadD block -1, DNMT1 block 0, Rin1 Abl inh -3, Rpn11 block inactive, Neddyl block inactive, Scp-1 inhibitor -10, STEP block 1, LMPTP block 0.8 and SUMO1-SIM PPI -4.

Fetched one by one from the entries so far (2):
For COC(=O)COc1ccc2c(c1)O/C(=C\c1ccco1)C2=O the results were CSN deneddyl inh 15, NadD block 10, DNMT1 block 15, Rin1 Abl inh 1, Rpn11 block inactive, Neddyl block inactive, Scp-1 inhibitor -3, STEP block -1, LMPTP block 4.8 and SUMO1-SIM PPI -19.
`O=C(c1cccc(S(=O)(=O)Nc2cccc(C(F)(F)F)c2)c1)N1CCCCC1` gave CSN deneddyl inh -1, NadD block -1, DNMT1 block 0, Rin1 Abl inh 0, Rpn11 block inactive, Neddyl block inactive, Scp-1 inhibitor -1, STEP block -2, LMPTP block -0.7 and SUMO1-SIM PPI -2.

Going on with the list:
For COc1ccc(NC2=CC(=O)CC(c3ccccc3)C2)cc1 (centres undefined) the results were CSN deneddyl inh 0, NadD block -1, DNMT1 block 0, Rin1 Abl inh 1, Rpn11 block inactive, Neddyl block inactive, Scp-1 inhibitor -1, STEP block 0, LMPTP block 0.2 and SUMO1-SIM PPI -1.
Screening CSCCC(NC(=O)c1ccccc1Cl)C(=O)NCC(c1cccs1)N(C)C (centres undefined) returned CSN deneddyl inh 2, NadD block -8, DNMT1 block 1, Rin1 Abl inh 0, Rpn11 block inactive, Neddyl block inactive, Scp-1 inhibitor -7, STEP block -2, LMPTP block -2.3 and SUMO1-SIM PPI -1.
COc1nc(OC)nc(N2CCC(NC(=O)C(Cc3ccc(C(C)C)cc3)NC(C)=O)CC2)n1 (centres undefined) was read as CSN deneddyl inh -1, NadD block -2, DNMT1 block 5, Rin1 Abl inh -3, Rpn11 block inactive, Neddyl block inactive, Scp-1 inhibitor -5, STEP block -4, LMPTP block -0.5 and SUMO1-SIM PPI 1.
For O=C(NCc1ccco1)c1nn2c(C(F)(F)F)cc(-c3cccs3)nc2c1Br the results were CSN deneddyl inh 2, NadD block 7, DNMT1 block 8, Rin1 Abl inh -1, Rpn11 block inactive, Neddyl block inactive, Scp-1 inhibitor 11, STEP block -4, LMPTP block 1.6 and SUMO1-SIM PPI 7.
Screening COc1cccc(N2C(=O)c3cccnc3C2O)c1 (centres undefined) returned CSN deneddyl inh 2, NadD block 3, DNMT1 block -13, Rin1 Abl inh 1, Rpn11 block inactive, Neddyl block inactive, Scp-1 inhibitor 1, STEP block -1, LMPTP block 0.0 and SUMO1-SIM PPI 5.
CCc1cc2c(=O)[nH]c(Cc3ccccc3)nc2s1 was read as CSN deneddyl inh 9, NadD block 2, DNMT1 block 0, Rin1 Abl inh 0, Rpn11 block inactive, Neddyl block inactive, Scp-1 inhibitor -4, STEP block -9, LMPTP block -2.4 and SUMO1-SIM PPI 1.
For O=C(COC(=O)c1cnccn1)Nc1cccc(F)c1 the results were CSN deneddyl inh 2, NadD block 2, DNMT1 block 0, Rin1 Abl inh -1, Rpn11 block inactive, Neddyl block inactive, Scp-1 inhibitor -6, STEP block 2, LMPTP block -0.5 and SUMO1-SIM PPI -1.
Cc1cc(=O)oc2c(N)nccc12 was read as CSN deneddyl inh -5, NadD block 17, DNMT1 block -9, Rin1 Abl inh 10, Rpn11 block inactive, Neddyl block inactive, STEP block -10, LMPTP block 2.2 and SUMO1-SIM PPI 14.
Screening CCOC(=O)C1=CNS(=O)(=O)NC1c1ccc(C#N)cc1 (centres undefined) returned CSN deneddyl inh -5, NadD block 5, DNMT1 block 5, Rin1 Abl inh 0, Rpn11 block inactive, Neddyl block inactive, Scp-1 inhibitor 9, STEP block 3, LMPTP block -2.8 and SUMO1-SIM PPI 5.
